S100A4 MyoIIA: S100A4-myosin IIA interaction inhibition. 360,000 tested, 0.14% active. inhibition, % at 10.7 µM. S100A4/TAMRA-MyoIIA peptide fluorescence polarization;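 active = mean inhibition of at least 70% across replicates, with every replicate also reaching that level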
Target sequence (P26447 whole entry, looked up): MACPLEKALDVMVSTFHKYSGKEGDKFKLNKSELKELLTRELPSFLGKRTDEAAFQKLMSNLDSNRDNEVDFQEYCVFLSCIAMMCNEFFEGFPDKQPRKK
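Test system: S100A4 monomer protein; Medium: HEPES pH 7.2 with CaCl2, KCl, NaCl, DTT, Triton; Probe or stimulus: TAMRA-labelled myosin IIA heavy-chain peptide probe, 5 nM; Doses: one dose per compound; Times: polarization read 5 min after assay mix addition, stable 5–60 min; Benchmarks: neutral control DMSO, positive control TFP.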
RAD52 inh: RAD52 (human) annealing inhibition | P43351 | recombinant RAD52 DNA annealing, FRET fluorescence | inhibition, % at 18.7 µM | 360,000 tested, 0.46% active;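 active = every replicate showing at least 50% inhibition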
Target sequence (P43351 whole entry, looked up): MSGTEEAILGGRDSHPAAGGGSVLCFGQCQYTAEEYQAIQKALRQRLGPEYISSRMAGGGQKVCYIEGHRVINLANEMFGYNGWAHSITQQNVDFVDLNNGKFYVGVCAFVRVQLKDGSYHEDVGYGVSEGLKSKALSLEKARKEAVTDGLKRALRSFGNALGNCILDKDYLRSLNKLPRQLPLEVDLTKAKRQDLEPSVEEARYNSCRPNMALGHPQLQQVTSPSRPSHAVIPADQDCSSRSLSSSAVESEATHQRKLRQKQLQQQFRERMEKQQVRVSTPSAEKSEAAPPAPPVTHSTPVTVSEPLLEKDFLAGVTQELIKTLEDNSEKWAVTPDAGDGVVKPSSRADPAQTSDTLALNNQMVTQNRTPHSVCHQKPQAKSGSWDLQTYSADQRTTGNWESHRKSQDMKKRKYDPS
FN deposit inh: fibronectin deposition inhibition; inhibition, % at 12.6 µM; 350,000 tested, 0.086% active; AID 743247; AH1F fibroblasts, Alexa488-fibronectin deposition fluorescence, overnight;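 active = mean inhibition across replicates of 30% or more, regardless of how many single replicates reach that level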;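 also: positive control wells lacked labelled fibronectin entirely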
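Schedule: 1 h cell adhesion before compound, then overnight fibronectin incubation; test system: AH1F fibroblast monolayer depositing Alexa488-labelled fibronectin into matrix; quantity: 10000 AH1F cells per well; probe or stimulus: fluorescent fibronectin at 24 nM final; signal: fluorescence, ex 485 nm, em 525 nm; evaluation: percent inhibition as loss of matrix-bound fibronectin fluorescence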
RAD54 branch: blocks human RAD54 Holliday junction branch migration; FAM/BHQ fluorescence; inhibition, % at 10.4 µM; Q92698; 360,000 tested, 0.14% active;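 active = mean normalized replicate activity at least 40 and at least half of replicates scoring 40 or more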;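 also: 0% = median of neutral control wells and 100% = median of positive control wells; inhibitors cause a drop in the FAM fluorescence signal; in these data hits start at about 50%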
esBAF inh: inhibitors of esBAF chromatin remodeling in mouse ES cells | Bmi1-luciferase knock-in reporter, 24 h; 100% = twice the neutral-well signal | reporter increase, % at 12.5 µM | 350,000 tested, 2% active | AID 602393; in the data active = activation above about 40%;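 also: 0% = median of the plate's neutral control wells and 100% = double that signal; a rise in the Bmi1 reporter signal indicates esBAF inhibition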
EWS-Fli block: EWS/Fli transcriptional activity inhibition | A673 NR0B1-luciferase reporter, viability-normalised | 350,000 tested, 0.67% active | inhibition, % at 12.6 µM | AID 651661;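 active = mean inhibition of at least 50% after viability correction, with every replicate also passing that limit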;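 also: firefly luciferase signal divided by Alamar Blue viability fluorescence both relative to DMSO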
XiGFP reactiv: X-chromosome reactivation activator; XiGFP mouse fibroblasts, % GFP-positive cells imaging, 3 d; cells co-treated with 5-aza-dC sensitizer; scaled so ellipticine positive control = 100%; activation, % at 7.58 µM; 360,000 tested, 0.055% active;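 active = mean normalized replicate activation at least 10% and every replicate at or above 10%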;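 also: 0% = median of on-plate neutral control wells and 100% = ellipticine 6 µM median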
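Assay system: SV40-immortalized XiGFP fibroblast cells, line 68-5-11; buffer or medium: DMEM plus 5-aza-dC sensitizer; compound: one concentration, pinned; timing: compounds 3 days, fix/stain 15 min at room temperature; benchmarks: positive control ellipticine, 6 µM final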
E-selectin induc: induces E-selectin expression in human endothelial cells; HUVEC E-selectin immunofluorescence imaging; normalized: neutral wells 0, TNF-alpha wells 100; AID 686992; activation, % at 7.58 µM; 260,000 tested, 0.37% active;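 active = mean E-selectin-positive cell signal at least 10% of the positive control, reached in at least 60% of replicates, without over 20% cell loss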;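 also: in these data hits start at about 27%; measured in HUVEC primary endothelial cells; signal is the percent of cells scored E-selectin positive by PE staining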
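Test system: HUVEC; input: 3,000 HUVEC/well; measured by: immunofluorescence imaging; read-out: % PE-positive cells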
Starred values were filed as active, the others as inactive; / = not tested or not shown; & = joins results of further samples.

SMILES	S100A4 MyoIIA	RAD52 inh	FN deposit inh	RAD54 branch	esBAF inh	EWS-Fli block	XiGFP reactiv	E-selectin induc
C[C@H](O)C#Cc1cnc2c(c1)C(=O)N([C@H](C)CO)C[C@@H](C)[C@@H](CN(C)C(=O)Nc1ccc(F)cc1)O2	-8	-21	-24	3	-3	1	-1.0	-0.1
CC(=O)c1sc(NC(=O)c2ccccc2)nc1-c1ccccc1	-1	-12	-5	/	/	-107	0.4	2.2
O=C(Nc1ccncc1)Nc1cccc(Cl)c1Cl	1	-11	0	-8	10	/	-0.1	0.0
O=C(Cc1c(F)cccc1Cl)Nc1ccccc1C(=O)N1CCOCC1	3	-20	4	-5	/	-3	0.2	24
CCN(CC)C(CNS(=O)(=O)c1ccc(Cl)cc1)c1ccccc1 (stereo unspecified)	14	7	5	0	-2	2	0.1	/
O=C(CCCC(=O)NN=Cc1ccc(Cl)cc1Cl)NN=Cc1ccc(Cl)cc1Cl	-4	-3	-1	-6	1	6	0.3	-0.1
O=C(CC(F)(F)F)N1C[C@H]2[C@@H](c3ccccc31)[C@H](CO)N2C(=O)Cc1ccccc1	-1	0	/	-31	-7	-2	0.0	-0.8
CN1C(=O)NC(c2ccc(Cl)cc2)C2=C1CC(C)(C)CC2=O (stereo unspecified)	2	-6	-2	-6	-6	-9	0.0	-0.3
Cc1nnsc1C(=O)N1CCCC(C)(C(=O)NS(=O)(=O)C2CC2)C1 (stereo unspecified)	-1	-15	0	2	2	-7	0.6	0.1
Cc1occc1C(=O)NCc1ccco1	2	-6	-6	/	/	4	-0.4	2.6
O=C(C[n+]1cc(-c2ccc(F)cc2)n2c1CCC2)N1c2ccccc2Sc2ccccc21	3	4	1	/	/	-71	0.1	-1.4
Cc1ccc2nc(-c3ccc(NC(=O)COC(=O)c4ccc(=O)[nH]c4)cc3)sc2c1	5	-23	0	/	/	-1	0.0	0.4
C=CC[C@@H](CC(=O)N[C@@H](CO)Cc1ccccc1)C(=O)N[C@@H](C)COC(=O)[C@@H](CC=C)Cc1ccc(F)cc1	5	-8	-6	-6	10	-8	-0.6	-0.1
CC(C)(C)OC(=O)[C@H](Cc1ccccc1)NC(=O)c1[nH]cnc1C(=O)Nc1cccc(Cl)c1	-2	19	-3	-3	-3	14	0.0	/
Cc1cc(-c2ccccc2)nc(N(C)NC(=O)C2CC2)c1S(C)(=O)=O	-3	-9	5	-1	9	5	0.2	/
CCOc1ccc(CN(C)CC(=O)Nc2ccc(N3CCOCC3)cc2)cc1OC	-2	-8	4	/	/	3	-0.1	-2.2
O=C(NC(=S)Nc1cc(S(=O)(=O)N2CCOCC2)ccc1N1CCOCC1)c1ccco1	-3	-11	-8	/	/	3	0.1	-1.0
C[C@@H]1CCCCO[C@H](CN(C)C(=O)Nc2ccc(F)cc2)[C@H](C)CN([C@H](C)CO)C(=O)c2cc(NS(=O)(=O)c3cn(C)cn3)ccc2O1	3	12	-6	-10	-3	-26	0.0	-0.2
O=C(CCc1ccc(Oc2cc([N+](=O)[O-])cc([N+](=O)[O-])c2)cc1)N1CCCCCC1	3	-6	0	0	/	-5	0.0	-0.1
CC1CN(C(=O)c2ccc(NS(=O)(=O)c3ccc(F)cc3)cc2)CC(C)O1 (stereo unspecified)	1	-10	-5	-9	-5	/	0.8	0.2
COc1c(F)cc2[nH]c3c(c2c1F)CCNC3=O	-4	-24	-7	4	-10	-7	0.0	-0.3
CN(C)C(=O)C[C@H]1CC[C@H]2[C@@H](COC[C@H](O)CN2S(=O)(=O)c2ccccc2)O1	-8	-13	6	0	-2	/	0.4	0.0
CC(=O)Oc1c(C)c(OC(C)=O)c2c(c1C(C)=O)OC1CC(=O)C(C(C)=O)=C(O)C21C (stereo unspecified)	-9	-16	-1	-9	-5	4	0.0	/
NC(=O)NCCc1ccccc1	1	7&-7	-1	8&-3	/	-5&-7	0.0	/
CC(=O)Nc1ccc(S(=O)(=O)N(C)CC(=O)N/N=C/c2ccncc2)cc1	11	-7	-1	-3	-9	-4	0.1	-0.3
Cc1ccc(C)c(NC(=S)NCc2ccc3[nH]c4c(c3c2)CCCC4)c1	-1	-15	0	-4	-3	12	0.0	/
CCCNC(=O)CN1C(=O)NC(c2ccccc2)(c2ccccc2)C1=O	5	-6	2	9	-6	-10	-0.1	12
CCCCN(C)CCCNC(=O)c1cn(C)c2ccc(S(=O)(=O)N(C)C3CCCCC3)cc2c1=O	2	17	-5	4	1	5	0.0	/
O=[N+]([O-])c1ccccc1S(=O)(=O)NCCSc1ccccc1	1	-20	3	-2	-4	14	0.0	0.9
CCCC(=O)N(Cc1cc(=O)[nH]c2ccccc12)c1ccccc1C	5	-12	0	-3	2	14	0.2	0.2
O=C(CN1CC[C@@]2(O)CCCC[C@H]2[C@@H]1c1ccc(F)cc1)NCc1ccco1	6	-35	-9	/	/	10	0.2	/
CCOc1ccc(NC(=S)N(CCOC)C2CCN(C(C)C)CC2)cc1	-3	-12	-4	-13	-5	-4	0.1	-0.1
O=C(Cc1csc(Nc2nc(=S)[nH]c3ccccc23)n1)NCc1ccc(Cl)cc1	0	-41	/	13	-7	19	/	/
COc1cc(C)cc(C(=O)C=Cc2ccccc2)c1O	4	-1	10	5	8	-5	0.0	0.2
O=C(N/N=C/c1ccco1)c1cc(-c2ccc(Cl)s2)[nH]n1	-4	-20	-4	/	/	3	-0.1	/
C[C@H]1CN([C@@H](C)CO)C(=O)CCCn2cc(nn2)CO[C@H]1CN(C)Cc1cccc(C(=O)O)c1	-2	5	-8	-19	-7	6	0.2	0.0
O=C1CCCCC1Nc1ccc(Cl)cc1 (stereo unspecified)	-8	-29	/	/	/	9	0.1	3.0
Cc1c(C)n(CCCN(C)C)c2ncnc(NC3CCCCC3)c12	-4	-11	4	/	15	-2	0.0	0.5
CCC(=O)N1CC2(CC(c3cccc([N+](=O)[O-])c3)=NO2)C[C@H]1C(=O)NCC(N)=O (stereo partly specified)	-6	-19	-11	1	7	-7	0.0	-0.1
O=C([C@@H]1[C@@H](CO)[C@@H]2Cn3c(ccc(C4=CCCC4)c3=O)[C@H]1N2C(=O)c1ccncc1)N1CCOCC1	-10	-8	/	2	4	1	0.0	-0.3
COc1ccc(CN(C)C[C@H]2Oc3ccc(NC(=O)Nc4c(C)noc4C)cc3CC(=O)N([C@@H](C)CO)C[C@@H]2C)cc1	13	-5	-3	-6	0	-9	-0.1	-0.1
Cc1occc1C(=O)N1CCCC(Nc2ccc(F)c(F)c2)C1 (stereo unspecified)	-5	-15	-1	13	1	-5	-0.1	-0.2
COc1cc(C(=O)N[C@H](C(=O)Nc2nnc(C3CC3)s2)C(C)C)cc(OC)c1OC	-2	-7	-6	7	5	-2	-0.1	0.8
C=CCc1ccc(OCCCCOc2ccc(C(=O)O)cc2)c(OC)c1	1	-10	1	/	/	3	0.0	/
Cc1ccc(Cn2c(C)c3cnn(CC(=O)NCCN4CCOCC4)c(=O)c3c2C)cc1	4	-1	1	-12	-1	-2	0.0	1.2
C[C@@H]1CCCCO[C@@H](CN(C)CC2CC2)[C@H](C)CN([C@@H](C)CO)C(=O)c2cc(NS(C)(=O)=O)ccc2O1	16	-7	-4	6	-2	/	0.2	0.2
CCC1(C)CC(C#N)(C#N)C(=O)NC1=O (stereo unspecified)	-4	-3	10	/	/	-4	-0.1	-0.1
Cc1nnc2sc(-c3ccc(N(C)C)cc3)nn2c1=O	-5	-13	-6	4	-11	-30	-0.1	0.3
C[C@@H]1CN([C@H](C)CO)S(=O)(=O)c2ccc(Br)cc2O[C@@H]1CN(C)C(=O)CN(C)C	7	-14	-3	-13	-1	-6	0.7	-0.8
COC(=O)NNC(=O)c1cccc(C)c1	1	-3	/	2	4	4	/	/
CC(NCCN(C)C)C1CCC2C3CCc4cc(O)ccc4C3CCC12C (stereo unspecified)	-3	45	/	/	/	44	-0.1	8.5
O=C(c1ccc(F)cc1)N1CC(=O)N2[C@H](CO)[C@@H](c3ccc(C#CC4CCCCC4)cc3)[C@@H]2C1	-4	-18	/	/	/	7	0.1	-0.9
O=C(NNC(=O)c1ccncc1)Nc1ccc(Cl)cc1	-4	-1	-1	/	/	-17	0.1	-1.9
CCOCc1nnc(NC(=O)COc2ccc3c(c2)OCO3)s1	0	-32	-15	6	-1	4	0.1	0.0
O=C(COC(=O)CNC(=O)c1ccccc1F)Nc1ccc2c(c1)OCO2	-6	-5	-6	7	-2	-3	0.0	-0.3
CCCCOc1ccc(C(=O)NCC(=O)N2CCN(C(=O)c3ccco3)CC2)cc1	-4	-5	-1	/	-3	9	0.5	-0.2
O=C(Nc1ccccc1F)N1C[C@@H]2[C@H](c3ccccc31)[C@H](CO)N2C(=O)c1ccc(F)cc1	15	-3	/	0	20	-44	0.2	0.1
FC(F)(F)c1ccc(Oc2ccc3ccccc3c2Br)nc1	2	-9	5	/	/	0	0.4	/
COc1ccc(C2=CC(=O)CCC2)cc1	/	/	0	5	22	-23	0.1	-0.2
CCCN(C)C[C@H]1OCCCC[C@@H](C)Oc2ccc(NS(=O)(=O)c3ccc(Cl)cc3)cc2C(=O)N([C@H](C)CO)C[C@@H]1C	-4	12	-3	1	-4	-3	0.3	1.4
